B2AR arrestin: beta2AR (human) beta-arrestin recruitment activity; P07550; beta-arrestin recruitment to beta2AR, cell-based reporter; Potency, µM (titrated, usually from 46.1 µM), inactives show top-dose activation, actives largely listed as activators; actives 0.02% (n = 330,000); AID 492947;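 note: potency is the fitted concentration of half-maximal effect; 0% = DMSO controls and full agonism = EC100 isoproterenol or metaproterenol; nearly all actives have a fitted effect of over 65% in size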
Target sequence (P07550 whole entry, looked up): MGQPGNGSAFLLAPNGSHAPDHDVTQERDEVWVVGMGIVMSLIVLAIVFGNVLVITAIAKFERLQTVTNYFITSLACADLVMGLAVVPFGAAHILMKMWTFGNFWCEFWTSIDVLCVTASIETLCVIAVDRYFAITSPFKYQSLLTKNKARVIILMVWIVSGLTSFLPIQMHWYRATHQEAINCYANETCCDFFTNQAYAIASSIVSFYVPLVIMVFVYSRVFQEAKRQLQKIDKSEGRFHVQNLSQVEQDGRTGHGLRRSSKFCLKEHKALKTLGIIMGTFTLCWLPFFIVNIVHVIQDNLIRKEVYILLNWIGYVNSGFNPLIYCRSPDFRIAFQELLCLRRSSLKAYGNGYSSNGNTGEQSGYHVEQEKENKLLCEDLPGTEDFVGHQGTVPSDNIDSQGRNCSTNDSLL
USP2a inh: inhibitors of human ubiquitin-specific protease USP2a | USP2 core, Ub-CHOP2 coupled fluorogenic reporter, 485/531 | Potency, µM (titrated, usually from 38.3 µM), inactives show top-dose activity change, negative = inhibition, actives largely listed as inhibitors | actives 0.01% (n = 330,000) | AID 463254;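 note: potency is the fitted concentration of half-maximal effect; plate controls were DMSO wells for no effect and full inhibition by NEM control for full effect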
Target sequence (O75604 whole entry, looked up): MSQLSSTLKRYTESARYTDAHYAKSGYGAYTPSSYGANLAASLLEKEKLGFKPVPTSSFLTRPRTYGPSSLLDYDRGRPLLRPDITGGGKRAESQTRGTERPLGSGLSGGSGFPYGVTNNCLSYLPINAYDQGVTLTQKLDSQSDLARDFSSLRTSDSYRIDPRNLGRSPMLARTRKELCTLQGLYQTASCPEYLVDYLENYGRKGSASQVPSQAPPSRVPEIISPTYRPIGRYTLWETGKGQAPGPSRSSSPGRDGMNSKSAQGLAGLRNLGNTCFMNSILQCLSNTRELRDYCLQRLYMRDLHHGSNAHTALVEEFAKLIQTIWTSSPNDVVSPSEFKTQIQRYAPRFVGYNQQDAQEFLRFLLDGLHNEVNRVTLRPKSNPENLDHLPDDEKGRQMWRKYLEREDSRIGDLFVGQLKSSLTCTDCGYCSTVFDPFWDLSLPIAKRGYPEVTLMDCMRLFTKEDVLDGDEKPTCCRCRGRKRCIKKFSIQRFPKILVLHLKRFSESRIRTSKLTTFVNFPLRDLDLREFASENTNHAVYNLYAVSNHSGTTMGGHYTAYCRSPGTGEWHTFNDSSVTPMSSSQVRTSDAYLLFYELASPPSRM
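Cell-free coupled assay: 10nM USP2 core preincubated 30min RT with compound in Tris-HCl pH 8.0/CaCl2/CHAPS buffer, then 25nM Ub-CHOP2 and 25nM reporter substrate; fluorescence (Ex 485/Em 531) read after 60min RT, normalized to NEM inhibition, concentration-response curves fitted.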
TRPV1 ag: agonists of human vanilloid receptor 1 (TRPV1); Q8NER1; activation, % at 8.33 µM; actives 0.19% (n = 320,000); TRPV1-expressing cells, Fluo-8 calcium influx, agonist mode; AID 540275; in the data active = activation above about 80%; inconclusive = between about 30% and that limit; note: 0% is about no effect
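TRPV1-expressing cells were cultured overnight at 35.5C and loaded with Fluo-8 calcium dye for 40 to 90 min at room temperature. After a 10 s baseline, compound was added and calcium influx was read kinetically for 3 min (ex 480/em 520 nm).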
Integrin act MD: activates integrin-mediated alleviation for muscular dystrophy; alpha7betagal myoblasts, beta-gal FDG fluorescence, 48 h; Potency, µM (highest dose often 38.3 µM), without a hit: top-dose activation, usual class: activators; actives 0.064% (n = 350,000); AID 624291;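 note: potency is the fitted concentration of half-maximal effect; 100% = response of the positive control SU9516; nearly all actives have a fitted effect of over 60% in size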
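Alpha7betagal+/- myoblasts (passage 13) were plated 16-24 hr, then exposed to compounds (1:260 dilution of DMSO stock) for 48 hours at 37C. After MPER lysis, β-galactosidase reporter activity was read as FDG fluorescence (ex 480/em 540) after 30 minutes.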
Eya2 inh: inhibitors of human Eya2 phosphatase activity; O00167; recombinant Eya2, OMFP fluorescence dephosphorylation (OMFP is methylfluorescein phosphate); Potency, µM (titrated, usually from 76.9 µM), inactives show at the top dose activity, negative = inhibition, hits mostly inhibitors; actives 0.006% (n = 330,000); AID 488837; note: potency is the fitted concentration of half-maximal effect; % is set by controls: 0 for no effect and ±100 for the full control effect
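Eya2 protein (added as 0.2 uM solution) was preincubated with compound for 10 min at ambient temperature in 50 mM HEPES pH 7.5, 50 mM NaCl, 5 uM MgCl2, 0.05% BSA, 1 mM DTT. OMFP (added at 50 uM) then reacted 10 min; fluorescence read at 485/525 nm.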
ELG1 genotoxic: genotoxicity induction in ELG1-luciferase HEK293T cells; HEK293T ELG1-luciferase reporter, luminescence, 16 h; Potency, µM (highest dose often 46 µM), inactives show top-dose activity change, positive = activation, usual class: activators; actives 1.3% (n = 330,000); AID 504466; note: potency is the fitted concentration of half-maximal effect; % of control where 0% means no effect; nearly all actives have a fitted effect of over 60% in size
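ELG1-luciferase HEK293T cells, 2,000/well; compound pinned in; 16 hr, 37 °C, 5% CO2; ONE-Glo, 30 min RT; luminescence on CCD imager.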
S-ASM inh: blocks human secretory acid sphingomyelinase. P17405. actives 0.006% (n = 340,000). placental ASM, HMU-PC fluorogenic substrate, 60 min. Potency, µM (top dose mostly 57.5 µM), without a hit: at the top dose activity change, negative = inhibition, actives largely listed as inhibitors; note: potency is the fitted concentration of half-maximal effect
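HMU-PC0 cleavage (9 uM final) by human placental ASM, 60 min at 37 °C following 10 min compound exposure at RT; stopped at pH 10, fluorescence Ex 386/Em 447 nm.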
TSG101-PTAP inh: blocks PTAP/TSG101 interaction to inhibit HIV-1 budding. Fluorescence polarization, FITC-PTAP peptide / Tsg101 binding. Potency, µM (doses to about 115 µM), without a hit: at the top dose activity change, negative = inhibition, actives largely listed as inhibitors. 340,000 tested, under 10 active; active = well fitted inhibition curve with a large enough effect in the main read-out, with a control signal flat, not every such curve was filed as active; inconclusive = small, poorly fitted or top-dose-only effect, or effect the other way, or a change in a side signal; inactive = no such curve, though single readings can be large or run the other way; note: potency is the fitted concentration of half-maximal effect; % of control where 0% means no effect
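Steps: Tsg101 binding domain dispensed (10 uM final), compounds pinned in DMSO, FITC-labeled PTAP-motif peptide added (50 nM final); after 20 min binding at room temperature, polarization measured.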
BRCA1 expr up: increases BRCA1 expression | actives 1.1% (n = 380,000) | Potency, µM (top dose mostly 46.1 µM), for inactives: at the top dose activation, hits mostly activators | MCF7-BRCA1-FFLuc reporter, luminescence, 48 h; response scale: scaled: vehicle 0%, 10 µM genistein 100% | AID 624202; note: potency is the fitted concentration of half-maximal effect; nearly all actives have a fitted effect of over 80% in size; some results filed as inactive show a strong effect at the top dose
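MCF7 cells carrying a BRCA1-firefly luciferase reporter (2000 cells/well, phenol-red free MEM) were attached for 2 h at 37 °C, then given compounds for 48 h. Luminescence was read 15 min after luciferase reagent; activity normalized to genistein (10 microM) and DMSO.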
uPA generation: blocks generation of uPA at the cell surface; cell surface uPA generation assay, qHTS; Potency, µM (highest dose often 38.3 µM), inactives show top-dose activity change, negative = inhibition, actives largely listed as inhibitors; actives 0.31% (n = 330,000); AID 540303; active = well fitted inhibition curve with a large enough effect; inconclusive = small, poorly fitted or top-dose-only effect; inactive = no such curve, though single readings can be large or run the other way; tested in mouse RAW 264.7 cells; note: potency is the fitted concentration of half-maximal effect; % is set by controls: 0 for no effect and ±100 for the full control effect; nearly all actives have a fitted effect of over 55% in size
p53 reactivation: restores transcriptional activity of mutant p53 | H1299 p53-A138V BP100-luciferase reporter, luminescence, 24 h | actives 0.063% (n = 320,000) | Potency, µM (titrated, usually from 92.2 µM), inactives show top-dose activity change, positive = activation, hits mostly activators; note: potency is the fitted concentration of half-maximal effect; % of control where 0% means no effect; nearly all actives have a fitted effect of over 45% in size
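p53-null H1299 cells stably carrying temperature-sensitive p53-A138V and a BP100-luciferase reporter were pinned with compounds (4-point, 1:5 series) and held 24 hrs at 37 deg C. Luminescence was read 10 min after detection reagent.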
Numbers without * were called inactive; ? = inconclusive; . = no result given; [ ] = remark or other dose. Unless noted, calls come from the whole dose curve; as a rule, active = well fitted curve in the direction sought with a large enough effect; inconclusive = small, poorly fitted or top-dose-only effect, or another doubt; inactive = no such curve, though single readings can be large; an effect the other way counts as inactive or inconclusive. No enrichment for hits; overall some 2.6% were active at least once.

[1] Cc1ccc(NC(=O)C2CC3CCC2C3)c(Br)c1 (centres undefined)
[2] COCCCN(C(=S)Nc1ccc(OC)cc1)C(C)c1ccncc1 (centres undefined)
[3] Cc1[nH]c2ccccc2c1N=Nc1ccccc1F
[4] Cn1cc(NC(=O)Nc2ccc(C(F)(F)F)cc2)c(C(F)(F)F)n1
[5] COc1ccc(CCNC(=S)Nc2cc(C)ccc2C)cc1
[6] CCCn1c(CCC(=O)O)ccc1-c1ccccc1
[7] O=C1CCC(C(=O)N(c2ccccc2)C2(C(=O)NC3CCCCC3)CCCCC2)N1 (centres undefined)
[8] O=C(OCc1ccc2c(c1)OCO2)c1ccc(S(=O)(=O)N2CCCC2)cc1
entry no.	1	2	3	4	5	6	7	8
B2AR arrestin	0.4%	-0.3%	-0.2%	-0.5%	-0.3%	-0.1%	-0.1%	-0.1%
USP2a inh	2%	2%	0%	1%	2%	1%	2%	-5%
TRPV1 ag	21	0	2	?	-5	1	-1	9
Integrin act MD	3%	-26%	7%	0%	-10%	-17%	-6%	-4%
Eya2 inh	1%	4%	-1%	-15%	-28%	16%	22%	-12%
ELG1 genotoxic	?	2%	4%	1%	-4%	1%	3%	-3%
S-ASM inh	-1%	5%	?	-1%	-1%	84%[activator]	0%	1%
TSG101-PTAP inh	-2%	-7%	-1%	-1%	-2%	-4%	-2%	-2%
BRCA1 expr up	?	2%	42%	0%	-23%	-2%	-24%	18%
uPA generation	-27%	0%	3%	2%	-1%	1%	0%	3%
p53 reactivation	28%	1%	9%	5%	6%	-2%	1%	-7%

[9] COc1cccc(C(=O)CN(C(=O)c2ccc(Cl)c(Cl)c2)N2C(=O)C3CCCCC3C2=O)c1 (centres undefined)
[10] COc1ccc(-c2nn(-c3ccccc3C)cc2CNCc2cccnc2)cc1F
[11] O=C(c1cc(COc2ccc3ncccc3c2)on1)N1CCCCCC1
[12] COc1ccc(C(C(=O)NC(C)(C)C)N(Cc2ccccc2)C(=O)CCC(=O)Nc2cc(C)on2)cc1 (centres undefined)
[13] Cc1cc2n(n1)C(c1c[nH]c3ccccc13)Nc1ccccc1-2 (centres undefined)
[14] Cc1oc(-c2ccc(Cl)cc2)nc1CS(=O)CC(=O)NCCN1CCCCCC1 (centres undefined)
[15] CC1(C)OC(=O)N(Cc2ccco2)C1(C)O (centres undefined)
[16] CC1=[N+]([O-])C(C)(C)CC(C)(C)c2ccccc21
entry no.	9	10	11	12	13	14	15	16
B2AR arrestin	-0.3%	-0.9%	0.4%	-0.1%	-0.2%	2.5%	-0.2%	-0.2%
USP2a inh	2%	0%	1%	2%	2%	3%	0%	0%
TRPV1 ag	5	?	27	0	-1	16	1	-4
Integrin act MD	1%	-15%	-13%	-2%	-12%	-54%[inhibitor]	2%	22%
Eya2 inh	12%	-12%	5%	-6%	-3%	2%	2%	-23%
ELG1 genotoxic	1%	-3%	6%	-11%	-3%	-1%	-1%	3%
S-ASM inh	0%	0%	-1%	1%	-13%	0%	2%	3%
TSG101-PTAP inh	0%	-1%	-2%	-1%	-3%	0%	1%	-3%
BRCA1 expr up	-11%	-24%	47%	-26%	-60%	-18%	25%	3%
uPA generation	.	5%	-6%	1%	8%	-18%	7%	2%
p53 reactivation	0%	-2%	18%	-6%	-5%	4%	1%	-1%

[17] C/C(=N\Oc1cccc(F)n1)c1ccc(Cl)cc1Cl
[18] O=C(NCCN1CCOCC1)c1cc(-c2ccccc2Cl)nc2ccccc12
[19] COc1cc(/C=N/n2c(-c3cc(C)[nH]n3)n[nH]c2=S)cc(OC)c1OC
[20] Cc1ccc(C(=O)NNC(=O)C2CCN(S(=O)(=O)c3ccc(Cl)cc3)CC2)cc1
[21] CC(=O)Nc1ccc(C(=O)OCc2ccc(F)cc2)cc1
[22] COc1ccccc1C(=O)NNC(=S)NC(=O)c1cccs1
[23] C#Cc1ccc([C@H]2C=C(C(=O)N3CCN(Cc4ccc5c(c4)OCO5)CC3)O[C@@H](OCc3ccc(CO)cc3)C2)cc1
[24] Cc1onc(-c2ccccc2)c1C(=O)NCc1cccnc1
entry no.	17	18	19	20	21	22	23	24
B2AR arrestin	-0.3%	0.3%	-0.7%	-0.3%	-0.1%	0.1%	-0.9%	-0.5%
USP2a inh	-1%	-3%	1%	5%	2%	3%	-5%	-1%
TRPV1 ag	-5	1	-5	0	1	2	-3	-1
Integrin act MD	-8%	-16%	-4%	11%	-17%	.	9%	-10%
Eya2 inh	-7%	2%	6%	0%	-9%	3%	-10%	-7%
ELG1 genotoxic	?	1%	11%	4%	20%	3%	-10%	2%
S-ASM inh	-3%	1%	7%	0%	-4%	.	-4%	3%
TSG101-PTAP inh	0%	-5%	0%	-2%	0%	.	-5%	-5%
BRCA1 expr up	-10%	-3%	0%	-5%	10%	.	-7%	28%
uPA generation	10%	1%	1%	-3%	4%	.	15%	-5%
p53 reactivation	6%	4%	-1%	2%	3%	-3%	6%	7%

[25] Cc1cc(C)nc(NS(=O)(=O)c2ccc(NC(=O)Cn3c(=O)oc4ccccc43)cc2)n1
[26] Cc1ccccc1-n1c(=O)n(Cc2ccccc2)c(=O)c2[nH]cnc21
[27] CCN(C(=O)CSc1nnc(NCc2ccccc2)s1)C1CCS(=O)(=O)C1 (centres undefined)
[28] Cc1ccccc1/C(N)=N/O
[29] Cc1cc(C(=O)NCCCc2ccccc2)no1
[30] COc1cc(NC(=O)[C@H]2CSCN2C(=O)[C@@H]2CCC(=O)N2)cc(OC)c1OC
[31] O=c1[nH]c(SCc2ccccc2Cl)nc2c1CCCC2
[32] S=C(NCc1ccccc1)NNc1ccccc1
entry no.	25	26	27	28	29	30	31	32
B2AR arrestin	0.3%	-0.1%	-1.6%	-0.1%	-0.3%	0.3%	4.7%	?
USP2a inh	0%	1%	-1%	5%	0%	3%	0%	0%
TRPV1 ag	0	9	-4	0	8	2	0	?
Integrin act MD	-3%	-32%	-51%[inhibitor]	12%	23%	42%	-13%[7.66 µM]	0%
Eya2 inh	-1%	4%	11%	0%	-19%	0%	12%	-4%
ELG1 genotoxic	1%	9%	13%	1%	?	3%	-13%	-4%
S-ASM inh	5%	8%	3%	4%	6%	3%	-11%	-3%
TSG101-PTAP inh	-4%	0%	3%	-2%	-5%	0%	2%	-1%
BRCA1 expr up	0%	-14%	19%	3%	38%	3%	-6%	-33%
uPA generation	-4%	-17%	4%	-1%	.	-8%	.	.
p53 reactivation	-3%	-1%	2%	2%	8%	6%	-5%	3%

Some of the entries above in a different format:
32: S=C(NCc1ccccc1)NNc1ccccc1
- B2AR arrestin: ?
- USP2a inh: 0%
- TRPV1 ag: ?
- Integrin act MD: 0%
- Eya2 inh: -4%
- ELG1 genotoxic: -4%
- S-ASM inh: -3%
- TSG101-PTAP inh: -1%
- BRCA1 expr up: -33%
- uPA generation: .
- p53 reactivation: 3%

28: Cc1ccccc1/C(N)=N/O
- B2AR arrestin: -0.1%
- USP2a inh: 5%
- TRPV1 ag: 0
- Integrin act MD: 12%
- Eya2 inh: 0%
- ELG1 genotoxic: 1%
- S-ASM inh: 4%
- TSG101-PTAP inh: -2%
- BRCA1 expr up: 3%
- uPA generation: -1%
- p53 reactivation: 2%

25: Cc1cc(C)nc(NS(=O)(=O)c2ccc(NC(=O)Cn3c(=O)oc4ccccc43)cc2)n1
- B2AR arrestin: 0.3%
- USP2a inh: 0%
- TRPV1 ag: 0
- Integrin act MD: -3%
- Eya2 inh: -1%
- ELG1 genotoxic: 1%
- S-ASM inh: 5%
- TSG101-PTAP inh: -4%
- BRCA1 expr up: 0%
- uPA generation: -4%
- p53 reactivation: -3%

Continued.
[33] OC1(c2cccc(C(F)(F)F)c2)CCN(Cc2nnnn2Cc2ccccc2)CC1
[34] CC1CCN(C(=O)CSC2=NS(=O)(=O)c3cc(F)ccc3N2)CC1
[35] O=C(NCC1COc2ccccc2O1)c1ccc(Br)s1 (centres undefined)
[36] N#CCCN(C1CCCCC1)S(=O)(=O)c1cccc2nsnc12
entry no.	33	34	35	36
B2AR arrestin	-0.3%	-0.7%	0.1%	0.9%
USP2a inh	3%	0%	5%	0%
TRPV1 ag	1	1	85*	4
Integrin act MD	?	0%	-33%	0%
Eya2 inh	-11%	1%	7%	1%
ELG1 genotoxic	-7%	3%	?	-1%
S-ASM inh	?	4%	-6%	0%
TSG101-PTAP inh	0%	5%	0%	-2%
BRCA1 expr up	-2%	1%	?	-5%
uPA generation	3%	1%	-2%	2%
p53 reactivation	-8%	5%	?	-15%

Bioassay records: PubChem, National Center for Advancing Translational Sciences (NCATS)
